Screening data: PubChem, NMMLSC
MEP2-GFP yeast – modulators of MEP2-GFP levels in yeast, primary screen, S. cerevisiae, multiplex flow cytometry, MLPCN library; S. cerevisiae MEP2-GFP strain, 3 h; 100% = DMSO control level; GFP response vs DMSO, % at 10 µM; 0.51% of 330,000 active; AID 2016, 2009;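 active = GFP response versus DMSO above a set limit, roughly screen mean plus 3 SD, cut at about 180% in these data; inconclusive = fewer than 70 cells counted for a yeast strain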;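 also: median GFP fluorescence of the barcode-gated MEP2-GFP cells per well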
VLA-4 inh – inhibition in human VLA-4 binding assay, primary screen, VLA-4 allosteric modulator project, MLPCN library, flow cytometry, VLA-4 expressing cells | ligand binding flow cytometry | Integrin alpha-4 (Homo sapiens), P13612 | inhibition, % (about 7 µM as worked out from the volumes in the protocol) | AID 2557, 2010 | 0.2% of 330,000 active; in the data active = inhibition above about 50%
LAP4 TOR yeast – modulators of LAP4-GFP expression in yeast, primary screen, S. cerevisiae, multiplex flow cytometry, MLPCN library; 3 h; median GFP as percent of DMSO wells; GFP response vs DMSO, % at 10 µM; 0.34% of 320,000 active;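 active = GFP response vs DMSO above a set limit, about the screen mean plus 3 SD, cut at about 150% in these data; inconclusive = under 70 cell events counted for the yeast strain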
CIT2 TOR yeast – modulators of CIT2-GFP expression in yeast, primary screen, S. cerevisiae, GFP fusion, multiplex flow cytometry, MLPCN library. S. cerevisiae CIT2-GFP strain, 3 h; 100 means same as DMSO wells. GFP response vs DMSO, % at 10 µM. 0.065% of 320,000 active. AID 2029, 2009;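 active = GFP response relative to DMSO above a set limit, near the screen mean plus 3 SD, cut at about 150% in these data; inconclusive = Fewer than 70 cells measured for a yeast strain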;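 also: ratio of well median GFP fluorescence to mean of DMSO wells on the plate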
GRK2 inh – compounds blocking aptamer binding on GRK2 – biochemical, human GRK2, bead flow cytometry, HTS, primary screen. Beta-adrenergic receptor kinase 1 (Homo sapiens), P25098. FAM-aptamer displacement from GRK2. 0.59% of 330,000 active. inhibition of aptamer binding, % at 10 µM;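 active = inhibition of aptamer binding above 40%, roughly 3 SD of noise, on plates passing a quality check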;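 also: median bead fluorescence of bound FAM aptamer so fluorescent compounds give negative values; no value below 0 was filed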
Target sequence (P25098 whole entry, looked up): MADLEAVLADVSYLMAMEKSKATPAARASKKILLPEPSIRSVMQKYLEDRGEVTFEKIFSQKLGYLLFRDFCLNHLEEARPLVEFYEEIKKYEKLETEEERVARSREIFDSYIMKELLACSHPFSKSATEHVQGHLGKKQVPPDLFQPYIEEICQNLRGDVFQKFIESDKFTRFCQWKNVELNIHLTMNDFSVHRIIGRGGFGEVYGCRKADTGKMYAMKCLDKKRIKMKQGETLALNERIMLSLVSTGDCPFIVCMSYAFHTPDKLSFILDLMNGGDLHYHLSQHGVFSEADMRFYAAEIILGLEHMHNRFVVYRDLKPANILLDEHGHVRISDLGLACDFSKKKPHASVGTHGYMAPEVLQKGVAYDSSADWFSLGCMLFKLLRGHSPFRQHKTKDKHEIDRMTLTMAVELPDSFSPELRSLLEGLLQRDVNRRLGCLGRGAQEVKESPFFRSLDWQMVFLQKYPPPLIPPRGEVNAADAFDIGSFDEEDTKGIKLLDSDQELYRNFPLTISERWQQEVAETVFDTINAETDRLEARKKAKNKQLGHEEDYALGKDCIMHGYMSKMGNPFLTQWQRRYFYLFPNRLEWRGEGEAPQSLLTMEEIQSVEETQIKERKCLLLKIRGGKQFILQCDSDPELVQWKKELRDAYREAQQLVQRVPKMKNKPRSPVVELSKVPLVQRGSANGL
AGP1 TOR yeast – modulators of AGP1-GFP expression in yeast TOR pathway, primary screen, cell-based, multiplex flow cytometry, S. cerevisiae, MLPCN library; 3 h; GFP as percent of DMSO wells; GFP response vs DMSO, % at 10 µM; 0.02% of 320,000 active;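 active = GFP response relative to DMSO above a set limit, near screen average plus 3 SD, cut at about 150% in these data; inconclusive = fewer than 70 cells counted for the yeast strain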;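 also: median GFP channel fluorescence of the gated AGP1 strain per well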
RPL19A TOR yeast – RPL19A-GFP expression modulators in yeast, primary screen, cell-based, S. cerevisiae, multiplex flow cytometry, MLPCN. S. cerevisiae RPL19A-GFP strain, 3 h; stronger effect = lower value. percent response vs DMSO, % at 10 µM. 0.3% of 330,000 active. AID 2025, 2009;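 active = percent response vs DMSO below 50%; inconclusive = fewer than 70 events counted for the yeast strain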;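 also: median channel GFP fluorescence of the barcoded RPL19A-GFP strain; ratio of sample median GFP to plate DMSO average so 100% = DMSO; lower means less RPL19A-GFP as with rapamycin TOR inhibition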
Yeast superoxide – reduction of superoxide in aged yeast, primary screen, HTS | superoxide response (% of plate mean), % at 10 µM | AID 2690, 2010 | S. cerevisiae aged cells, superoxide DHE fluorescence; stronger effect = lower value | 0.18% of 330,000 active;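 active = superoxide response under a set limit, about three screen SD below normal, cut at about 65% in these data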;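 also: yeast aged for seven days with compound at 30 °C before DHE staining; 100% = average MFI of all compound-treated wells on the plate with controls excluded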
* marks the source's active call; other numbers are inactive results; ? = inconclusive; [ ] = remark or other dose.

cpd | smiles | MEP2-GFP yeast | LAP4 TOR yeast | VLA-4 inh | GRK2 inh | CIT2 TOR yeast | RPL19A TOR yeast | AGP1 TOR yeast | Yeast superoxide
1 | COc1ccc(Cl)cc1N(CC(=O)NC1CC2CCC1C2)S(=O)(=O)c1ccccc1 (stereo not drawn) | 98 | 87 | -2 | 0 | 97 | 100 | ? | 66
2 | COC(=O)c1cccc(NC(=O)c2ccc3c(c2)C(=O)N(Cc2cccnc2)C3=O)c1 | 101 | 98 | 4 | 2 | 95 | 109 | 98 | 101
3 | CCN(CC)CCNC(=O)c1ccc(N2CCCCC2)c(NS(=O)(=O)c2ccc(C)cc2)c1 | 110 | 107 | -19 | 0 | 116 | 104 | 103 | 109
4 | COc1ccc(S(=O)(=O)NC2CC2)cc1Cl | 107 | 102 | -2 | 3 | 104 | 102 | 102 | 96
5 | O=C1C2C(c3ccccc3)C=CC(c3ccccc3)C2C(=O)N1CCCO (stereo not drawn) | 98 | 96 | -6 | 6 | 89 | 93 | 88 | 90
6 | O=C(NCCc1nnc2ccc(N3CCCCCC3)nn12)c1ccccc1 | 103 | 88 | 15 | 1 | 98 | 100 | 97 | 103
7 | COc1ccc(NC(=O)CN(C)C(=O)c2cccc(NS(=O)(=O)c3ccc(Br)cc3)c2)cc1 | 101 | 105 | 7 | 0 | 101 | 99 | 104 | 102
8 | CC1CCc2cc(F)ccc2N1C(=O)CSc1nnc(-c2cccs2)n1C (stereo not drawn) | 99 | 107 | 9 | 2 | 100 | 99 | 99 | 115
9 | Cn1nccc1C(=O)Nc1ccc(Cl)cc1 | 102 | 103 | 3 | 0 | 95 | 98 | 93 | 94
10 | O=C(NC(=S)Nc1cccc(NC(=S)NC(=O)c2ccco2)n1)c1ccco1 | 90 | 92 | 15 | 2 | 94 | 94 | 93 | 110
11 | CCOC(=O)C1C(=O)OC(C)(C)C1C(C)C(=O)c1ccc(OC)cc1 (stereo not drawn) | 98 | 97 | 1 | 2 | 111 | 102 | 102 | 99
12 | O=C(NCCc1ccccc1)C1(c2ccccc2)CCCC1 | 101 | 95 | 1 | 1 | 97 | 106 | 104 | 89
13 | COc1ccc([N+](=O)[O-])cc1NC(=S)NC(NC(=O)C(c1ccccc1)c1ccccc1)C(Cl)(Cl)Cl (stereo not drawn) | 100 | 94 | -10 | 4 | 97 | 93 | 92 | 99
14 | CCOc1ccc(C(=O)NCC(=O)OCCCOC(=O)CNC(=O)c2ccc(OCC)cc2)cc1 | ? | ? | 9 | 0 | ? | 61[may fluoresce violet] | ? | 96
15 | Cc1ccc2c(COC(=O)c3ccc(NC(=O)CC#N)cc3)cc(=O)oc2c1C | 104 | 91 | 18 | 0 | 95 | 98 | 100 | 95
16 | COC(=O)c1cc2sccc2n1CC(=O)N(C)c1ccccc1 | 104 | 87 | 10 | 0 | 102 | 103 | 78 | 99
17 | COc1ccc(-c2nnn(Cc3ccccc3F)n2)cc1 | 94 | 116 | 0 | 0 | 77 | 95 | 84 | 100
18 | Cc1ccc(CNC(=O)c2ccc3c(c2)NC(=O)CS3)cc1 | 103 | 96 | 18 | 0 | 99 | 98 | 100 | 102
19 | NC(=O)C1CCN(C(=O)CCc2nc3ccccc3c(=O)[nH]2)CC1 | 123 | 118 | 2 | 2 | 119 | 114 | 125 | 75
20 | O=C(O)c1cc2nccc(-c3ccc(F)cc3)n2n1 | 100 | 97 | 14 | 1 | 104 | 98 | 102 | 110
21 | O=C1c2nccnc2C(=O)N1c1ccc(C(F)(F)F)cc1 | 93 | 100 | 14 | 57* | 103 | 102 | 96 | 133
22 | Cc1c(Cl)cccc1NC(=S)Nc1ccc(S(=O)(=O)Nc2ncccn2)cc1 | 92 | 92 | 14 | 1 | 95 | 101 | 98 | 101
23 | Cc1ccc(C)c(SCC(=O)N(C)CC(=O)Nc2ccc(N3CCOCC3)cc2)c1 | 101 | 103 | 4 | 2 | 96 | 100 | 106 | 99
24 | N#Cc1ccc(C(=O)NC2=NCCS2)cc1 | 117 | 104 | 1 | 2 | 102 | 101 | 96 | 100
25 | COC(=O)c1cn(CC(=O)N2C(C)CCCC2C)c2ccccc12 (stereo not drawn) | 103 | 100 | 3 | 1 | 101 | 102 | 103 | 97
26 | Cc1cccc(OCC(=O)NCc2ccccc2)c1 | 93 | 94 | 18 | 0 | 94 | 99 | 100 | 110
27 | COc1ccc(CN=CC2=C(O)CNC2=O)cc1OC | 101 | 100 | 33 | 0 | 98 | 97 | 103 | 110
28 | COc1cc(OC)c2ccc(=O)oc2c1C(CCN1CCCC(C)C1)c1ccc2c(c1)OCO2 (stereo not drawn) | 104 | 95 | 3 | 0 | 101 | 103 | 106 | 104
29 | CN(C)/C=C/C1=C([N+](=O)[O-])C(c2cccc([N+](=O)[O-])c2)NC(=O)N1 (stereo not drawn) | 108 | 104 | 3 | 3 | 116 | 89 | 58 | 112
30 | CCc1nnc(NS(=O)(=O)c2ccc(NC(=S)NC(=O)c3ccc(OC)cc3)cc2)s1 | 79 | 89 | 1 | 0 | 96 | 91 | 83 | 92
31 | CCCC[N+](CC#Cc1ccccc1)(CCCC)CCCS(=O)(=O)[O-] | 100 | 99 | 1 | 2 | 104 | 94 | 93 | 101
32 | CN(C)CCCCOc1cccc(Br)c1 | 107 | 104 | 28 | 1 | 100 | 104 | 102 | 95
33 | O=C(c1cc(-c2ccc(F)cc2)on1)N1CCN(c2ccc(F)cc2)CC1 | 93 | 90 | 1 | 0 | 105 | 97 | 94 | 94
34 | C(=N\N1CCN(c2ccccn2)CC1)/c1ccccn1 | 105 | 106 | -2 | 0 | 93 | 103 | 103 | 106
35 | COCCn1c(SCc2nc3scc(-c4ccc(Cl)cc4)c3c(=O)[nH]2)nnc1-c1cccc(C)c1 | 103 | 103 | 7 | 1 | 104 | 97 | 102 | 108
36 | O=C(NCCCn1ccnc1)c1cc(-c2ccc(Cl)cc2)nc2ccccc12 | 105 | 104 | 11 | 0 | 102 | 99 | 100 | 91
37 | NC(=O)c1ccsc1NC(=O)c1coc2ccccc2c1=O | 104 | 99 | 5 | 2 | 107 | 105 | 101 | 116
38 | N#CC1=C(N)Oc2cc(N)ccc2C1c1cccc(Br)c1 (stereo not drawn) | 105 | 95 | 0 | 0 | 101 | 107 | 108 | 104
39 | COc1ccc(Cc2nnc(NC(=O)c3cc(OC)c(OC)c(OC)c3)s2)cc1OC | 120 | 103 | -9 | 1 | 106 | 98 | 95 | 119
40 | O=S(=O)(NC1CCCCC1Oc1ccccc1)c1ccccc1 (stereo not drawn) | 101 | 98 | 28 | 5 | 92 | 100 | 96 | 91
41 | Cc1cc2c(C)ccc(C)c2nc1SCC(=O)c1cccs1 | 107 | 98 | 5 | 1 | 104 | 102 | 111 | 104
42 | Cc1ccccc1CN(CC(=O)Nc1cccc([N+](=O)[O-])c1)S(=O)(=O)c1ccc(Cl)cc1 | 96 | 85 | -6 | 0 | 93 | 101 | 91 | 97
43 | O=C(O)CN1C(=O)C2C3CC(C2C1=O)C1C(c2ccc(F)cc2)c2sc(=O)[nH]c2SC31 (stereo not drawn) | 106 | 90 | 2 | 4 | 107 | 107 | 107 | 96
44 | Cc1ccc(S(=O)(=O)Nc2ccc(-n3cnnn3)cc2)cc1 | 102 | 93 | -10 | 6 | 92 | 98 | 89 | 99
45 | Cc1c(C(=O)NCC2COc3ccccc3O2)oc2ccc(S(=O)(=O)N(C)C3CCCCC3)cc12 (stereo not drawn) | 97 | 92 | 10 | 0 | 89 | 95 | 103 | 124
46 | CSc1nnc(Cn2c(=O)sc3ccccc32)n1CCc1ccccc1 | 93 | 104 | 16 | 0 | 102 | 101 | 101 | 99
47 | FC(F)(F)c1cc(CCN2C(=S)NC[C@@H]2c2ccccc2)cc(C(F)(F)F)c1 | 94 | 91 | -9 | 1 | 103 | 100 | 106 | 95
48 | COc1cc(OC)cc(C(=O)N[C@H](C(=O)Nc2nc3c(s2)CCCC3)C(C)C)c1 | 102 | 105 | 7 | 2 | 98 | 101 | 98 | 84
49 | COc1cccc(NC(=O)C2C3C=CC(O3)C2C(=O)NCc2cccnc2)c1 (stereo not drawn) | 99 | 100 | -5 | 0 | 102 | 98 | 103 | 96
50 | O=C(Nc1ccccc1)ON=C1c2ccccc2-c2ccccc21 | 103 | 108 | 12 | 2 | 91 | 103 | 89 | 118
51 | Cc1ccc(C(=O)NNC(=O)C2CCN(c3ncccn3)CC2)cc1 | 92 | 87 | 12 | 0 | 101 | 94 | 95 | 87
52 | Cc1ccc(NC(=O)N2CCCCC2)cc1NC(=O)N1CCCCC1 | 101 | 94 | 5 | 1 | 103 | 98 | 95 | 106
53 | CC1CCN(C(=O)c2ccc(CNS(=O)(=O)c3ccc(C(C)(C)C)cc3)cc2)CC1 | 92 | 95 | 4 | 4 | 97 | 99 | 98 | 96
54 | O=C1CCCN1CC(CN1CCOCC1)Sc1nnnn1-c1ccccc1 (stereo not drawn) | 104 | 92 | 3 | 2 | 85 | 97 | 101 | 108
55 | C/C(CC(C)(C)c1ccccc1)=N\NS(=O)(=O)c1ccccc1 | 110 | 115 | 5 | 0 | 87 | 96 | 96 | 117
56 | CCOc1ccc(-c2nc(S(=O)(=O)c3ccccc3)c(N3CCC(C(N)=O)CC3)o2)cc1 | 93 | 93 | 3 | 0 | 86 | 97 | 97 | 93

Next section.
cpd | smiles | MEP2-GFP yeast | LAP4 TOR yeast | VLA-4 inh | GRK2 inh | CIT2 TOR yeast | RPL19A TOR yeast | AGP1 TOR yeast | Yeast superoxide
57 | O=S(=O)(Nc1ccc(Cl)cn1)c1ccc(Cl)cc1 | 103 | 96 | 8 | 1 | 103 | 105 | 102 | 94
58 | Cc1nc2ccccc2cc1OCc1ccc(Cl)cc1 | 94 | 90 | -8 | 1 | 96 | 98 | 90 | 112
59 | O=C(Nc1ccc(C(=O)N2CCC(N3CCOCC3)CC2)cc1)c1ccc(Br)o1 | 93 | 121 | 38 | 5 | 81 | 95 | 84 | 104
60 | Cc1ccc2nc(CNC(=O)C3CCC(=O)N(Cc4ccccc4F)C3)cn2c1 (stereo not drawn) | 101 | 80 | -4 | 0 | 96 | 102 | 89 | 82
61 | CC1CCN(S(=O)(=O)c2ccc(C(=O)N(C)C3CCS(=O)(=O)C3)cc2)CC1 (stereo not drawn) | 96 | 112 | 11 | 0 | 102 | 98 | 105 | 95
62 | COCCN1C(=O)N[C@@H](c2ccco2)C(C(C)=O)=C1C | 93 | 135 | 15 | 0 | 108 | 109 | 93 | 99
63 | Cc1ccc(/C=N/NC(=O)c2nnn(-c3nonc3N)c2C)o1 | 98 | 68 | 7 | 1 | 95 | 108 | 94 | 109
64 | CC(Sc1c[nH]c2ccccc12)C(=O)O (stereo not drawn) | 104 | 101 | 3 | 1 | 109 | 104 | 113 | 85
65 | CC(=O)Nc1ccc(SCC(=O)Nc2ccccc2Oc2ccccc2)cc1 | 111 | 111 | -253 | 0 | 93 | 99 | 92 | 91
66 | C=C(C)c1cc2c(ccc3ccc(=O)oc32)o1 | 107 | 102 | -1 | 0 | 106 | 106 | 98 | 119
67 | COCCNc1nnc(SCC(=O)Nc2sc3c(c2C(=O)c2ccccc2)CCCC3)s1 | 102 | 90 | -11 | 2 | 107 | 102 | 103 | 100
